# Compound activity deposited in PubChem BioAssay by The Scripps Research Institute Molecular Screening Center.
# MITF primary – MITF inhibitors, primary screen, biochemical, AlphaScreen, human; inhibition, % at 2.6 µM; actives 0.91% (n = 650,000); AID 1259374, 2018; AlphaScreen MITF homodimerization, bead proximity signal; Microphthalmia-associated transcription factor (Homo sapiens), O75030; in the data active = inhibition above about 50%;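 note: 0% = vehicle wells with protein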
# FBW7 act – FBW7 E3 ligase activators, primary screen, biochemical, AlphaScreen, human | F-box/WD repeat-containing protein 7 (Homo sapiens), Q969H0 | AlphaScreen FBW7–phospho-cyclin E peptide binding, activator screen | normalized activity (activation), % at 26.1 µM | actives 0.13% (n = 650,000) | AID 1259310, 2017; in the data active = normalized activity above about 1.9%;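 note: purified mutant Fbw7 with reduced substrate affinity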
# Target sequence (Q969H0 whole entry, looked up): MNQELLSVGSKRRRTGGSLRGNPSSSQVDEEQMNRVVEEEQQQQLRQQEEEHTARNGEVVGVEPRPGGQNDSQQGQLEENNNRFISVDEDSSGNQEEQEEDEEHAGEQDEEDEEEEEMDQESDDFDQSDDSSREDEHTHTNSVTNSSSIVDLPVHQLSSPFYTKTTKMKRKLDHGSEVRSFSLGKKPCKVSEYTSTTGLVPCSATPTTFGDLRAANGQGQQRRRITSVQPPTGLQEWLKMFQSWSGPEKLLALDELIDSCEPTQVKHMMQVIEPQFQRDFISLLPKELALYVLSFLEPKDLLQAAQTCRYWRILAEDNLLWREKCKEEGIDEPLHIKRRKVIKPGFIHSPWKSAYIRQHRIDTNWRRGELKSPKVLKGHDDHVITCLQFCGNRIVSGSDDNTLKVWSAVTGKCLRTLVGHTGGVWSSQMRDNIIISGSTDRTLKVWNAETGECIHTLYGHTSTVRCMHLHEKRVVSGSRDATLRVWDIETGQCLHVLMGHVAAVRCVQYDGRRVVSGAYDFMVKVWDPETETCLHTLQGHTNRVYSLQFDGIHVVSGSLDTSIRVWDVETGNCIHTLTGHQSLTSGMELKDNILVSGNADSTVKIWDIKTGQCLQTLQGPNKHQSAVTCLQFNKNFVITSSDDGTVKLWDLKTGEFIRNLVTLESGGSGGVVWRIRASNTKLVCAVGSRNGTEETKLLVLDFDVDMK
# GPR151 activ – activators of human GPR151, primary screen, cell-based, PathHunter beta-arrestin, luminescence; actives 1% (n = 650,000); AID 1508602, 2020; G-protein coupled receptor 151 (Homo sapiens), Q8TDV0; PathHunter beta-arrestin GPR151 cells; activation, % at 11.2 µM; in the data active = activation above about 4.9%;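 note: 0% = median of compound wells and 100% = cells with positive control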
# Target sequence (Q8TDV0 whole entry, looked up): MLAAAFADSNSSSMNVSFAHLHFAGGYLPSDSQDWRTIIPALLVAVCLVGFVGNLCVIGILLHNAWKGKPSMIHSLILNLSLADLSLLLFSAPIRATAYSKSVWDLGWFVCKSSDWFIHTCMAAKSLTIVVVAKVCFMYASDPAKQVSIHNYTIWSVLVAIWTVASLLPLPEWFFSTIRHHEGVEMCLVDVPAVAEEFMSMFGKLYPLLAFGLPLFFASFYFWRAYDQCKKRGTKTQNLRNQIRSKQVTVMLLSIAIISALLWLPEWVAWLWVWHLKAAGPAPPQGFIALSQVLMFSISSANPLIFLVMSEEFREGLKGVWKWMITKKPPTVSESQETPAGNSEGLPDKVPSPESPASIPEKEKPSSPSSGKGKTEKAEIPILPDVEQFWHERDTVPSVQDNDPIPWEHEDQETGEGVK
# TEAD-YAP inh – TEAD-YAP interaction inhibition, primary screen, TEAD-YAP interaction inhibitor project, luminescence, HEK-TIYL cells | actives 1.4% (n = 640,000) | inhibition, % at 9.12 µM | TEAD-Gal4/YAP UAS-luciferase luminescence; in the data active = inhibition above about 32%;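 note: 0% = median of test compound wells and 100% = reference inhibitor wells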
# Starred values were filed as active, the others as inactive; & = joins results of further samples.
SMILES | GPR151 activ | FBW7 act | TEAD-YAP inh | MITF primary
O=C(COc1ccccc1)c1ccc(O)cc1O | -1.6 | 0.0 | -11 | 0
CCCN1C(=O)c2ccccc2NC1c1ccc(OC)c(CN2CCOCC2)c1 (stereo not drawn) | 1.9 | 0.1 | 0 | 1
CCOc1ccc(/C(CCC(=O)O)=N/NC(=S)NC(C)C)cc1 | 1.8 | 0.0 | -9 | -13
O=C(c1cc(COc2cccc3cnccc23)on1)N1CCOCC1 | 0.9 | 0.0 | 21 | -13
Cc1ccc(N2C(=O)CSC2c2ccccc2F)cc1C (stereo not drawn) | -0.1 | 0.0 | -9 | 20
COc1ccc(C2N3CC4(C(C)C)CN2CC(C(C)C)(C3)C4=O)cc1OC (stereo not drawn) | -0.4 | -0.1 | 2 | 4
COc1ccc(C(=O)OCC(=O)Nc2cccc(S(N)(=O)=O)c2)cc1[N+](=O)[O-] | 0.1 | 0.0 | 0 | -3
O=C(CCl)N(c1ccccc1)c1ccccc1 | -2.5 | -0.1 | 66* | 24
CCOC(=O)N1CCN(c2cc(=O)n(-c3ccccc3C)c(=O)[nH]2)CC1 | -0.4 | -0.1 | 7 | 14
O=C(N/N=C/c1ccc(O)cc1)c1cc[n+]([O-])cc1 | -0.3 | -0.1 | 5 | -1
Cn1c(SCC(=O)Nc2ccc3c(c2)OCO3)nnc1-c1ccccc1N | -0.9 | -0.1 | -8 | 0
O=C(O)c1ccc(N2C(=O)c3cccc4cccc(c34)C2=O)cc1O | -0.7 | -0.1 | 9 | -9
Cn1ncc2c(Nc3cccc([N+](=O)[O-])c3)ncnc21 | 1.1 | 0.0 | -10 | -6
CCOC(=O)C1=C(C)Nc2nnnn2C1c1ccccc1Cl (stereo not drawn) | 1.4 | 0.0 | 9 | 6
COc1ccccc1C1(O)CC2CCC(C1)N2c1cc(C)nc(N)n1 (stereo not drawn) | 2.2 | 0.0 | -12 | 7
Cc1ccccc1-n1c(SCC(=O)Nc2ccc(Br)cc2)nc2n[nH]c(C)c2c1=N | -0.4 | -0.5 | 12 | 16
COc1cc(CN2CCC(c3nc(-c4cccnc4)no3)CC2)cc(OC)c1 | 3.1 | 0.2 | -11 | -1
COc1ccc(Br)cc1/C=C1N=C(/C=C/c2ccc(C)cc2)OC\1=O | -1.5 | 0.6 | 1 | -2
O=C(O)/C=C\C(=O)Nc1ccc(Cl)c(Cl)c1 | 0.4 | 0.1 | 1 | 19
CCc1cccc2c1N=C/C2=C\c1c(O)n(Cc2ccc3c(c2)OCO3)c(=O)[nH]c1=O | -0.9 | -0.7 | 1 | -3

# (continued)
SMILES | GPR151 activ | FBW7 act | TEAD-YAP inh | MITF primary
COc1cc2c(CCNC(C)=O)c[nH]c2cc1Cl | -0.9&0.1 | 0.0&0.1 | 4 | -3&19
CC(=O)/C(C1=Nc2ccccc2C1=O)=C(/C)O | 0.4 | -0.4 | -41 | 8
Oc1c(I)cc(I)c2cccnc12 | 0.2&1.0 | -0.4 | 52* | 14
Cc1c(N2CCN(CC3CC3)C2=O)cccc1C(F)(F)F | -1.6 | 0.9 | 10 | 19
O=[N+]([O-])c1cccc(N=Cc2cccs2)c1 | 1.1 | 0.0 | -5 | 2
O=S(=O)(NC1=NCCS1)c1ccc(N=NN2CCCCC2)cc1 | 0.0 | -0.1 | 0 | 6
O=C(c1ccccc1)N1CCC(Cn2cccn2)CC1 | 0.8 | 0.1 | 6 | -6
C=CCOc1ccccc1/C=C1\C(=O)ON=C1c1ccc(Cl)cc1 | -1.2 | 0.1 | 6 | 41
CCCn1c(C2CC(=O)N(Cc3ccccc3)C2)nc2ccccc21 (stereo not drawn) | -0.8 | 0.0 | 8 | 0
COC(=O)C(C)n1cnc2sc(C)c(-c3ccc(F)cc3)c2c1=O (stereo not drawn) | -1.0 | 0.1 | 0 | 3
O=C(COC(=O)c1cc(F)c(F)cc1Cl)NC(=O)Nc1ccc2c(c1)OCCO2 | -0.6 | 0.0 | -16 | 3
COc1ccc(/C=C2\SC(N3CCCCCC3)=NC2=O)c(OC)c1 | 0.4 | -0.1 | -40 | 0
Cc1nn(CCC#N)c2nc(C(F)(F)F)cc(C(F)(F)F)c12 | -0.1 | 0.4 | 2 | 13
COc1cccc(-c2noc(-c3ccccc3OC)n2)c1 | -10.0 | 1.0 | -42 | 10
COc1cc(/C=C/CN2CCc3nnc(CCc4ccccc4)n3CC2)ccc1O | 2.4 | -0.1 | -1 | -12
CC(Oc1ccc(F)cc1F)C(=O)NNC(=S)NCC1CCCO1 (stereo not drawn) | 2.9 | -0.2 | -1 | -7
Cc1cccc(N2CCC(N=CN3CCOCC3)=N2)c1 | 2.0 | -0.2 | -19 | -2
O=C(Nc1ccc(Br)cc1Br)c1ccc(Cl)cc1Cl | 0.0 | 0.1 | 1 | -7
Cc1cc(O)c(C(c2ccc(F)cc2)N2CCN(c3ccccn3)CC2)c(=O)n1Cc1ccccn1 (stereo not drawn) | -0.2 | 1.0 | -1 | 22
CCSc1ccccc1C(=O)Nc1cccc([N+](=O)[O-])c1C | 0.6 | -0.1 | -3 | 12

# Single records, as listed above. Values in the order: GPR151 activ	FBW7 act	TEAD-YAP inh	MITF primary
# CCCn1c(C2CC(=O)N(Cc3ccccc3)C2)nc2ccccc21 (stereo not drawn) in the list: -0.8	0.0	8	0
# Oc1c(I)cc(I)c2cccnc12 in the list: 0.2&1.0	-0.4	52*	14
# COc1ccc(/C=C2\SC(N3CCCCCC3)=NC2=O)c(OC)c1 in the list: 0.4	-0.1	-40	0
# COc1cccc(-c2noc(-c3ccccc3OC)n2)c1 in the list: -10.0	1.0	-42	10

# The results go on.
SMILES | GPR151 activ | FBW7 act | TEAD-YAP inh | MITF primary
Cc1ccc(-n2ncc3c(SCC(=O)NC(C)C)ncnc32)c(C)c1 | 1.0 | -0.2 | 0 | 2
COc1ccc(CCNC(=O)c2ccc3nc(-c4ccc(N5CCN(C)CC5)cc4)sc3c2)cc1 | 3.0 | 0.1 | -11 | -2
O=C(Nc1ccccc1F)C1CCCO1 (stereo not drawn) | -1.5 | 0.1 | 3 | 11
N=C1S/C(=C\c2ccc(-c3ccc(F)cc3)o2)C(=O)N1c1ccc2c(c1)OCO2 | -1.4 | 0.1 | -1 | 18
N#Cc1cccc(NC(=O)Cc2noc3ccccc23)c1 | -0.4 | 0.0 | 0 | 3
CN1C(=O)CC(C(=O)Nc2ccccc2F)SC1=Nc1ccc(F)cc1 (stereo not drawn) | 0.6 | 0.0 | -2 | -6
Cc1ccc(-c2nc3ncccc3o2)cc1NC(=O)c1ccc(Cl)cc1Cl | -0.8 | 0.0 | -2 | 0
CC(C)CNC(=O)c1ccccc1NC(=O)c1cccc([N+](=O)[O-])c1 | -0.5 | 0.6 | -2 | -1
CCSc1nc2c(c(=O)[nH]1)C(c1ccc(C)o1)C(C(=O)OC)=C(C)N2 (stereo not drawn) | 1.3 | 0.1 | 2 | 4
CC(C)n1c2ccccc2n2c(=O)c(=O)n(CC(=O)c3ccc(Cl)cc3)nc12 | 0.3 | -0.1 | -1 | -11
CC(C)[C@H](NC(=O)c1ccc(F)cc1)C(=O)OCC(=O)Nc1ncc(Cl)cc1Cl | -0.1 | 0.5 | 8 | 13
O=c1[nH]c2ccccc2nc1Cc1c(F)cccc1Cl | 0.4 | -0.1 | -3 | -11
CC(=O)Nc1cccc(NC(=O)CCC2CCCCC2)c1 | 0.1 | 0.1 | -9 | 6
O=C1Nc2ccccc2/C1=C/c1ccc(F)cc1 | 0.5 | 0.2 | 1 | 5
CC(C)C(O)(C#CCN1CCCC1)C(C)C | 0.1 | 0.4 | -3 | -12
CN(CCc1ccccn1)C1CCC(=O)N(Cc2ccc(F)c(F)c2)CC1 (stereo not drawn) | 0.6 | 0.1 | 7 | 1
CCCC1=C(C(=O)OCC)C(c2ccsc2)C(C#N)=C(N)O1 (stereo not drawn) | 1.7 | -0.1 | 0 | -3
O=C(Nc1ccc(-c2nc3ccccc3s2)cc1)c1cc(Br)ccc1Cl | 0.1 | 0.5 | -46 | -10
CN(C)c1ccc(Nc2ncnc3ccc(Br)cc23)cc1 | 1.0 | -0.4 | 34* | -1
CCOc1ccc(NC(=O)c2cnn3c(C(F)(F)F)cc(-c4ccc(C)cc4)nc23)cc1 | 0.8 | 0.2 | 2 | 19

# Remaining list, next part:
SMILES | GPR151 activ | FBW7 act | TEAD-YAP inh | MITF primary
COc1ccc(OC)c(NC(=O)CCn2c(=S)[nH]c3ccccc3c2=O)c1 | -1.4 | 0.1 | 6 | 18
COc1ccccc1CNC(=O)c1ccc(N2CC3CC(C2)c2cccc(=O)n2C3)c(N)c1 (stereo not drawn) | 0.1 | -0.1 | -6 | 7
CCc1ccc(S(=O)(=O)Nc2ccc(CC(=O)N(C)C)cc2)s1 | 2.1 | -0.2 | 0 | 16
COc1cc(C(=S)N2CCCC2)cc(OC)c1O | 0.9 | 0.0 | -3 | 21
CCOc1ccc(Oc2cc(O)cc([N+](=O)[O-])c2)cc1 | 1.2 | 0.2 | 6 | 9
N#CSC(CS(=O)(=O)c1ccccc1)c1ccccc1 (stereo not drawn) | 1.6 | 0.2 | 5 | -1
CCOC(=O)c1cc2cc(C)ccc2[nH]1 | -0.5 | 0.0 | -52 | -4
CCN1CCCC1CNS(=O)(=O)c1cccc2nonc12 (stereo not drawn) | -0.5 | 0.0 | 12 | -4
CCc1ccc(N2C(=O)NC(=O)/C(=C\c3cc(C)n(-c4cccnc4)c3C)C2=O)cc1 | -1.9 | -0.4 | 5 | -17
O=C(CSc1ccsc1[N+](=O)[O-])Nc1cccnc1Cl | 0.0 | -0.3 | 9 | 18
COc1ccccc1NC(=O)C1=C(C)Nc2nc(-c3cccnc3)nn2C1c1ccccc1 (stereo not drawn) | -0.3 | 0.3 | 10 | 8
COC(=O)c1ccc(C2N=C(c3ccc(C)cc3)CC(c3ccccc3O)N2)cc1 (stereo not drawn) | 0.4 | -0.1 | -50 | 6
Cc1ccc2c(c1)-c1onc(C(=O)NCCN(C)C)c1CO2 | 1.8 | -0.1 | -22 | -4
CC1=NN(C(=O)c2cccc([N+](=O)[O-])c2C)C(O)(C(F)(F)F)C1 (stereo not drawn) | -1.0 | 0.0 | 11 | 19
Cc1nonc1CN(C)C(=O)CCC1(Cc2ccc(Cl)cc2)CCC(=O)N1 (stereo not drawn) | 3.9 | 0.0 | 0 | 1
CC12CC3CC(O)(C1)CC(C(=O)O)(C3)C2 (stereo not drawn) | 0.2 | -0.1 | -3 | -1
CCCC1=NN2C(=N)/C(=C/c3ccc(OCCOc4ccccc4C)c(OC)c3)C(=O)N=C2S1 | 0.2 | -0.1 | 12 | -4
CCOC(=O)CN=Cc1c(O)[nH]c2ccccc12 | 0.0 | 0.0 | -3 | -11
O=C1OC(c2cc([N+](=O)[O-])ccc2Cl)=N/C1=C\c1ccccc1Br | -1.1 | 0.8 | 0 | 14
O=C(Nc1nc(-c2ccncc2)cs1)c1ccc(S(=O)(=O)N2CCOCC2)cc1 | -0.6 | 0.7 | -4 | 9

# Further compounds follow.
SMILES | GPR151 activ | FBW7 act | TEAD-YAP inh | MITF primary
CN(C)c1cc(O)c(C(=S)Nc2ccccc2)c(N(C)C)c1 | -0.6 | -0.1 | -10 | 15
COc1ccc(C2C(C#N)=C(C)NC3=C2C(=O)CC(c2ccc(Cl)cc2)C3)cc1OC (stereo not drawn) | -0.4 | 1.3 | 28 | 21
N#CC1=C(N)S[C@@H](C(=O)c2ccccc2)[C@@H]1c1ccccc1 | -1.0 | 0.2 | 6 | 20
COc1ccc(C(=O)Nc2sc(C)c(C)c2C(N)=O)cc1OC | 1.9 | 0.0 | -27 | 3
CCCCOc1ccc(/C=C2\C(=O)NC(=O)N(Cc3ccccc3)C2=O)cc1OC | -0.7 | -1.0 | 1 | 10
CCOc1ccc(NC(NC(=O)c2cccs2)C(=O)c2ccccc2)cc1 (stereo not drawn) | 0.5 | 0.4 | 6 | 15
CC1CN(C2=NC(=O)/C(=C\c3ccccc3)S2)CC(C)O1 (stereo not drawn) | -0.1 | 0.1 | -3 | 4
CN(C1CCS(=O)(=O)C1)S(=O)(=O)c1ccc(N2CCCC2=O)cc1 (stereo not drawn) | 0.6 | 0.6 | -4 | 10
O=C(NCCSCc1ccccc1)c1ccc2c(=O)n(-c3ccc(F)cc3)c(=S)[nH]c2c1 | -0.4 | -0.1 | 0 | -3
CCCN(C1=NC2CS(=O)(=O)CC2S1)c1cccc(C)c1 (stereo not drawn) | -0.5 | -0.2 | 11 | 6
Cc1csc(NC(=O)CCc2c(C)nc3cc(-c4cccc(F)c4)nn3c2C)n1 | 1.6 | -0.2 | -6 | -3
CCOc1ccccc1-n1c(=S)sc2c(=O)n(-c3ccccc3C)c(SCC(=O)Nc3cc(C)on3)nc21 | 0.0 | 0.0 | 17 | 3
COc1ccc2oc(=Nc3ccccc3F)c(C(N)=O)cc2c1 | 0.8 | 0.1 | -52 | 15
O=C(CN1C2=NCCN2c2ccccc21)N1CCOCC1 | -0.7 | -0.1 | -9 | 4
O=C(NC1CCCCCCC1)c1ccco1 | -0.5 | -0.1 | -15 | 9
CCN(CC)c1ccc(/C=C2/C(=O)NC(=O)N(c3ccc(C)cc3)C2=O)cc1 | 1.7 | -0.1 | 4 | -7
CCOC(=O)C(C)(C)Sc1nc2c(c(=O)n1-c1ccc(C)cc1)SCC2 | 3.5 | -0.3 | 9 | -8
O=c1[nH][nH]c(=O)c2c(NS(=O)(=O)c3ccccc3)cccc12 | -3.0 | 0.5 | -44 | 15
CCOC(=O)C1CCN(CCC(=O)Nc2cc([N+](=O)[O-])ccc2OC)CC1 | 0.5 | 0.1 | -4 | 6
